Screening data (PubChem BioAssay)
AID2073 – disruptors of CaV2.2 binding to Mint1 – biochemical, HTRF (AID 2073); HTRF protein-protein interaction, Mint1-CaV2.2; higher % means a stronger effect; inhibition, % at 20 µM, or IC50 in µM where a hit was titrated; 290,000 tested, 0.19% active; in the data active = inhibition mostly above about 51%, no sharp cut-off; also: some results filed as inactive read as strong as hits
XIAP displacement – small molecules displacing peptide from XIAP – biochemical, IAP family, fluorescence polarization (AID 1018). 200,000 tested, 0.007% active. XIAP BIR domain, fluorescence polarization peptide displacement; higher % means a stronger effect. displacement, % at 20 µM, or IC50 in µM where a hit was titrated; in the data active = displacement above about 50%; also: a part of the inactive calls stands beside numbers as strong as those of hits
HIV peptide binding – cell-free HIV fusion peptide-binding blockers – biochemical, uHTS, fluorescence dequenching, primary screen (AID 1986); 290,000 tested, 0.3% active; inhibition, % at 20 µM, or IC50 in µM where a hit was titrated; cell-free peptide binding, fluorescence dequenching, 30 min; higher % means a stronger effect; in the data active = inhibition mostly above about 52%, no sharp cut-off; inactive = mostly below about 76%; also: some results filed as inactive read as strong as hits
LYP inhibition – PTPN22 lymphoid phosphatase activity blockers – biochemical, fluorescence intensity, uHTS (AID 1779) | recombinant LYP phosphatase, fluorescence intensity; higher % means a stronger effect | one-dose inhibition, % at 11.5 µM; IC50 in µM for titrated hits | 290,000 tested, 0.054% active;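 also: plate controls were vehicle with enzyme for no effect and no enzyme for full effect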
Hep lipid drop – hepatic lipid droplet formation modulation | AML12 mouse hepatocytes, oleate lipid droplets, BODIPY imaging | inhibition, % at 6.5 µM | 240,000 tested, 0.4% active | AID 1656;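 active = lipid droplet intensity inhibited by at least 50%, with more than 500 cells counted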
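material = mouse AML12 hepatocyte cell line, fixed after treatment | also added = 100 µM oleic acid challenge | doses = compound at 6.5 µM only | schedule = overnight exposure | technique = Image-based BODIPY and DAPI two-channel analysis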
HEK293 NOD2/NF-kB – NOD2 signaling inhibitors, cell-based, luminescence, uHTS, HEK293 (AID 1566) | 290,000 tested, 0.63% active | inhibition, % at 4 µM; hits with a dose series show EC50 in µM | HEK293 NOD2/NF-kB luciferase reporter, luminescence; higher % means a stronger effect; also: many of its hits are not listed in these tables
NS5 inhibitors – flavivirus cap methylation enzyme inhibition – biochemical, confirmation dose response, primary screen (AID 588689) | 340,000 tested, 0.3% active | inhibition, % at 25 µM; hits with a dose series show IC50 in µM | Dengue-2 NS5 methyltransferase capping enzyme assay, biochemical; higher % means a stronger effect; in the data active = a potency from the dose series
Myeloid diff MLP – compounds promoting myeloid differentiation. calls only at 10 µM. ER-HoxA9 myeloid progenitors, lysozyme-GFP differentiation, flow cytometry. 360,000 tested, 1% active. AID 624256;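 active = normalized GFP-positive differentiation at or above the plate's own cutoff, the solvent-only control mean plus 3 SD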;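 also: cells exposed to compound for four days before flow analysis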
Siah-1 displacement – blockers of Siah-1 interaction with plectin peptide – biochemical, fluorescence polarization, rhodamine-plectin, uHTS, primary screen (AID 1817) | Siah-1 / rhodamine-plectin peptide fluorescence polarization; higher % means a stronger effect | 290,000 tested, 0.02% active | one-dose displacement, % at 20 µM; IC50 in µM for titrated hits;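 active = displacement of at least 50% at 20 µM, with a fluorescence ratio check between 0.3 and a set limit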;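 also: plate controls were Siah plus tracer with DMSO for no effect and tracer alone without Siah for full effect; strong numbers were not always called active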
Hep lipid drop cells 6.5 µM – recorded beside Hep lipid drop, whose call it bears; cell count; measured here: cell count, cytotoxicity flag;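 cells counted across two imaged fields per well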
NS5 inhibitors pilot replicate – further read-out of NS5 inhibitors, marked with its call; inhibition, %; measured here: pilot screen replicate inhibition
Myeloid diff MLP GFP+ MAC1+ % – recorded beside Myeloid diff MLP, whose call it bears; GFP+ MAC1+ double positive, %; measured here: differentiation confirmed by MAC1 staining
* = called active by the depositor. Rule as the data show it, unless noted: active = inhibition above about 50%; inactive = the rest.

Screening COC(=O)N(NC(=O)C(O)(c1ccccc1)c1ccccc1)c1ccccc1 returned AID2073 -1%, XIAP displacement -3.4%, HIV peptide binding 2.3%, LYP inhibition -9%, Hep lipid drop -21, HEK293 NOD2/NF-kB -10%, NS5 inhibitors 2%, Myeloid diff MLP inactive, Siah-1 displacement 1%, Hep lipid drop cells 6.5 µM 434 and Myeloid diff MLP GFP+ MAC1+ % 0.8.
Screening O=C(O)C(Cc1ccccc1)N1Cc2ccccc2C1=O (centres undefined) returned AID2073 -8%, XIAP displacement -8.8%, HIV peptide binding 8.0%, LYP inhibition -7%, Hep lipid drop 7, HEK293 NOD2/NF-kB 16%, NS5 inhibitors -3%, Myeloid diff MLP inactive, Siah-1 displacement 2%, Hep lipid drop cells 6.5 µM 762 and Myeloid diff MLP GFP+ MAC1+ % 0.6.
Screening O=C(c1coc2ccc(O)c(CN3CCOCC3)c12)C1CC1 returned AID2073 16%, XIAP displacement -3.5%, HIV peptide binding 0.5%, LYP inhibition -4%, HEK293 NOD2/NF-kB 10%, NS5 inhibitors -7%, Myeloid diff MLP inactive, Siah-1 displacement 2% and Myeloid diff MLP GFP+ MAC1+ % 0.7.
COc1cccc(CNC(=O)COc2cc(O)c3c(c2)OC(C)(C)CC3=O)c1 was read as AID2073 12%, HIV peptide binding -1.3%, LYP inhibition -7%, HEK293 NOD2/NF-kB 12%, NS5 inhibitors -6%, Myeloid diff MLP inactive, Siah-1 displacement -1% and Myeloid diff MLP GFP+ MAC1+ % 2.6.
CCCOc1ccc(/C=C2/C(=O)ON=C2C)cc1OCC was read as AID2073 24%, HIV peptide binding 1.7%, LYP inhibition -4%, Hep lipid drop 6, HEK293 NOD2/NF-kB 7%, NS5 inhibitors 29µM*, Myeloid diff MLP inactive, Siah-1 displacement 12%, Hep lipid drop cells 6.5 µM 826 and Myeloid diff MLP GFP+ MAC1+ % 0.5.
For O=c1c2ccccc2nnn1-c1ccc(Br)cc1 the results were AID2073 0%, HIV peptide binding 0.8%, LYP inhibition -3%, Hep lipid drop 2, HEK293 NOD2/NF-kB -38%, NS5 inhibitors -9%, Myeloid diff MLP inactive, Siah-1 displacement 16%, Hep lipid drop cells 6.5 µM 694 and Myeloid diff MLP GFP+ MAC1+ % 0.9.
`CC12CN(S(=O)(=O)c3ccccc3)CC(C)(CN(S(=O)(=O)c3ccccc3)C1)C2` gave AID2073 2%, XIAP displacement -8.1%, HIV peptide binding -1.0%, LYP inhibition -7%, Hep lipid drop 4, HEK293 NOD2/NF-kB 4%, NS5 inhibitors 0%, Myeloid diff MLP inactive, Siah-1 displacement -4%, Hep lipid drop cells 6.5 µM 795 and Myeloid diff MLP GFP+ MAC1+ % 0.8.
COc1ccc(C(=O)Nc2ccc(C)cn2)c(OC)c1 was read as AID2073 1%, XIAP displacement -1.6%, HIV peptide binding 0.7%, LYP inhibition 3%, Hep lipid drop 32, HEK293 NOD2/NF-kB 25%, NS5 inhibitors -2%, Myeloid diff MLP inactive, Siah-1 displacement 2%, Hep lipid drop cells 6.5 µM 705, NS5 inhibitors pilot replicate -2.1 and Myeloid diff MLP GFP+ MAC1+ % 0.5.
For Cc1ccc2nc(Cl)c(C#N)cc2c1 the results were AID2073 1%, XIAP displacement -8.6%, HIV peptide binding -1.0%, LYP inhibition 0%, Hep lipid drop -51, HEK293 NOD2/NF-kB -40%, NS5 inhibitors 1%, Myeloid diff MLP inactive, Siah-1 displacement -3%, Hep lipid drop cells 6.5 µM 694 and Myeloid diff MLP GFP+ MAC1+ % 0.3.
CCOc1ccc(NC(=O)CSc2nc3ccccc3c(=O)n2CCNC(C)=O)cc1 was read as AID2073 3%, XIAP displacement -9.4%, HIV peptide binding -2.8%, LYP inhibition -6%, HEK293 NOD2/NF-kB 4%, NS5 inhibitors 1%, Myeloid diff MLP inactive, Siah-1 displacement -4%, NS5 inhibitors pilot replicate -5.5 and Myeloid diff MLP GFP+ MAC1+ % 2.4.
`O=C(CN1CCN(C(=O)N2CCCCC2)CC1)Nc1ccc(F)cc1` gave AID2073 -4%, XIAP displacement 1.7%, HIV peptide binding 2.2%, LYP inhibition 0%, Hep lipid drop -18, HEK293 NOD2/NF-kB 4%, NS5 inhibitors 0%, Myeloid diff MLP inactive, Siah-1 displacement 6%, Hep lipid drop cells 6.5 µM 618 and Myeloid diff MLP GFP+ MAC1+ % 4.6.
For CCOC(=O)/C=c1\s/c(=C\c2ccc(C(F)(F)F)cc2)c(=O)n1CC(=O)NCc1ccco1 the results were AID2073 41%, XIAP displacement -4.0%, HIV peptide binding 17%, LYP inhibition 9%, Hep lipid drop -6, HEK293 NOD2/NF-kB 5%, NS5 inhibitors -20%, Myeloid diff MLP inactive, Siah-1 displacement 13%, Hep lipid drop cells 6.5 µM 640 and Myeloid diff MLP GFP+ MAC1+ % 0.2.

Two records picked at random from the list so far, as already listed:
Screening O=C(c1coc2ccc(O)c(CN3CCOCC3)c12)C1CC1 returned AID2073 16%, XIAP displacement -3.5%, HIV peptide binding 0.5%, LYP inhibition -4%, HEK293 NOD2/NF-kB 10%, NS5 inhibitors -7%, Myeloid diff MLP inactive, Siah-1 displacement 2% and Myeloid diff MLP GFP+ MAC1+ % 0.7.
For O=c1c2ccccc2nnn1-c1ccc(Br)cc1 the results were AID2073 0%, HIV peptide binding 0.8%, LYP inhibition -3%, Hep lipid drop 2, HEK293 NOD2/NF-kB -38%, NS5 inhibitors -9%, Myeloid diff MLP inactive, Siah-1 displacement 16%, Hep lipid drop cells 6.5 µM 694 and Myeloid diff MLP GFP+ MAC1+ % 0.9.

Continued.
For CCOc1ccccc1CN1CCN(Cc2nc3ccccc3s2)CC1CCO (centres undefined) the results were AID2073 13%, XIAP displacement -0.7%, HIV peptide binding 0.8%, LYP inhibition -1%, Hep lipid drop -6, HEK293 NOD2/NF-kB -13%, NS5 inhibitors -5%, Myeloid diff MLP inactive, Siah-1 displacement -2%, Hep lipid drop cells 6.5 µM 695 and Myeloid diff MLP GFP+ MAC1+ % 0.2.
For COC(=O)CCCC1=CC2=CC(=O)C(C)(OC(=O)c3cccs3)C(=O)C2=CN1c1cccc(C#N)c1 (centres undefined) the results were AID2073 17%, HIV peptide binding 37%, LYP inhibition -8%, HEK293 NOD2/NF-kB 5%, NS5 inhibitors 9%, Myeloid diff MLP inactive, Siah-1 displacement 13% and Myeloid diff MLP GFP+ MAC1+ % 0.8.
`CCOC(=O)C1CCN(Cc2ccc3ccccc3c2)CC1` gave AID2073 1%, HIV peptide binding -0.3%, LYP inhibition -13%, Hep lipid drop -3, HEK293 NOD2/NF-kB -12%, NS5 inhibitors -3%, Myeloid diff MLP inactive, Siah-1 displacement 2%, Hep lipid drop cells 6.5 µM 769, NS5 inhibitors pilot replicate -0.9 and Myeloid diff MLP GFP+ MAC1+ % 0.4.
For OC(CN1CCOCC1)CN(c1ccccc1)c1ccccc1 (centres undefined) the results were AID2073 -4%, XIAP displacement 1.1%, HIV peptide binding 5.6%, LYP inhibition -6%, HEK293 NOD2/NF-kB 11%, NS5 inhibitors -3%, Myeloid diff MLP inactive, Siah-1 displacement 1% and Myeloid diff MLP GFP+ MAC1+ % 0.7.
For O=C(CSc1nnc(-c2cccs2)o1)c1cccs1 the results were AID2073 -6%, XIAP displacement -6.5%, HIV peptide binding -0.5%, LYP inhibition -4%, HEK293 NOD2/NF-kB -47%, NS5 inhibitors -6%, Myeloid diff MLP inactive, Siah-1 displacement -9% and Myeloid diff MLP GFP+ MAC1+ % 5.3.
Screening O=C(Nc1ccc(Cl)cc1)Nc1nc(-c2ccccc2O)cs1 returned AID2073 4%, HIV peptide binding -3.1%, LYP inhibition -2%, Hep lipid drop 0, HEK293 NOD2/NF-kB 19%, NS5 inhibitors -10%, Myeloid diff MLP inactive, Siah-1 displacement -3%, Hep lipid drop cells 6.5 µM 632 and Myeloid diff MLP GFP+ MAC1+ % 0.1.
Screening O=C(Nc1cc(Cl)ccc1N1CCCC1)C1=NN(c2ccccc2)C(=O)CC1 returned AID2073 13%, HIV peptide binding -1.5%, LYP inhibition 4%, Hep lipid drop -1, HEK293 NOD2/NF-kB 8%, NS5 inhibitors 4%, Myeloid diff MLP inactive, Siah-1 displacement 0%, Hep lipid drop cells 6.5 µM 736 and Myeloid diff MLP GFP+ MAC1+ % 0.8.
For COc1ccc(CNC(=O)C2CCN(S(=O)(=O)N3CCOCC3)CC2)cc1 the results were AID2073 -2%, XIAP displacement -0.9%, HIV peptide binding -0.8%, LYP inhibition -2%, HEK293 NOD2/NF-kB -9%, NS5 inhibitors 3%, Myeloid diff MLP inactive, Siah-1 displacement 1% and Myeloid diff MLP GFP+ MAC1+ % 1.1.
Screening Cc1cc(Cl)ccc1OCC(=O)NNC(=O)c1cnccn1 returned AID2073 7%, XIAP displacement -5.1%, HIV peptide binding -0.9%, LYP inhibition -10%, Hep lipid drop 16, HEK293 NOD2/NF-kB 18%, Myeloid diff MLP inactive, Siah-1 displacement 5%, Hep lipid drop cells 6.5 µM 701 and Myeloid diff MLP GFP+ MAC1+ % 0.3.
`CN(C)C(=O)COc1ccc(S(=O)(=O)c2ccc(OCC(=O)N(C)C)cc2)cc1` gave AID2073 4%, HIV peptide binding -0.7%, LYP inhibition -5%, Hep lipid drop 4, HEK293 NOD2/NF-kB -2%, NS5 inhibitors 6%, Myeloid diff MLP inactive, Siah-1 displacement 2%, Hep lipid drop cells 6.5 µM 832 and Myeloid diff MLP GFP+ MAC1+ % 0.5.
CCn1ncc(C2=NOC(C(=O)Nc3cccc(O)c3)C2)c1C (centres undefined) was read as AID2073 -10%, XIAP displacement -4.5%, HIV peptide binding -2.8%, LYP inhibition -7%, Hep lipid drop 6, HEK293 NOD2/NF-kB 9%, NS5 inhibitors -7%, Myeloid diff MLP inactive, Siah-1 displacement 10%, Hep lipid drop cells 6.5 µM 653 and Myeloid diff MLP GFP+ MAC1+ % 0.0.
`CCOC(=O)C1(CCOc2ccccc2)CCN(Cc2ccc(C(=O)OC)cc2)CC1` gave AID2073 -7%, HIV peptide binding 2.1%, LYP inhibition -14%, Hep lipid drop -3, HEK293 NOD2/NF-kB 0%, NS5 inhibitors 3%, Myeloid diff MLP inactive, Siah-1 displacement 13%, Hep lipid drop cells 6.5 µM 790 and Myeloid diff MLP GFP+ MAC1+ % 0.4.
For Cc1cc(NC(=O)COn2nnc3ccccc32)no1 the results were AID2073 -7%, XIAP displacement -2.4%, HIV peptide binding 1.6%, LYP inhibition -9%, HEK293 NOD2/NF-kB -1%, NS5 inhibitors -3%, Myeloid diff MLP inactive, Siah-1 displacement -5% and Myeloid diff MLP GFP+ MAC1+ % 0.5.

Some of the compounds tested (hit frequency here may not be typical).
